POLI inh – blocks human DNA polymerase iota activity; Pol iota fluorescent replication assay, 10 min; actives 1% (n = 390,000); Q9UNA4; Potency, µM (titrated, usually from 115 µM), inactives show at the highest dose activity, negative = inhibition, usual class: inhibitors
Target sequence (Q9UNA4 whole entry, looked up): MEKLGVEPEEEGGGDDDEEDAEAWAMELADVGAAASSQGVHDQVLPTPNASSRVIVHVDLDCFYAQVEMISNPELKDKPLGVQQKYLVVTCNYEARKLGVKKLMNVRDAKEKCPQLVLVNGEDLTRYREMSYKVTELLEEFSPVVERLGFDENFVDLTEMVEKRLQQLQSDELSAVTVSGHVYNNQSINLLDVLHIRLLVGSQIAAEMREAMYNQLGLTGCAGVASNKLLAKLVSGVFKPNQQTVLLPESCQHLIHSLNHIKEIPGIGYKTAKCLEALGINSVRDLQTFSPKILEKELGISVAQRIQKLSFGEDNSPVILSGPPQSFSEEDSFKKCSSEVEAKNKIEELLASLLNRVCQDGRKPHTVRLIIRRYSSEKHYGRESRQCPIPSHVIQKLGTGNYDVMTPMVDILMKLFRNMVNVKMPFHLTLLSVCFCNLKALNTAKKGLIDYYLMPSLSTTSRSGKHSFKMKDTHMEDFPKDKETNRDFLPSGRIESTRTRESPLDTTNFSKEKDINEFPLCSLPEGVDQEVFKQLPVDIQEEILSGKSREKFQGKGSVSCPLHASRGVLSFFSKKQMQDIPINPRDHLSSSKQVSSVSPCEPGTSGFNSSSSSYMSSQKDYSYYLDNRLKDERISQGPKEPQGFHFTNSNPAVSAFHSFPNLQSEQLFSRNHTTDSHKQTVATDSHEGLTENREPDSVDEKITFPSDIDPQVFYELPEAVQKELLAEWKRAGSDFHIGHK
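Fluorescent replication assay read twice, at 0 min and 10 min after adding 50 nM (final) substrate. Enzyme (10 nM) and compounds were first incubated 15 min at room temperature; enzyme-free buffer wells were negative controls.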
BLM inh – Bloom syndrome helicase (human) inhibition | P54132 | recombinant BLM DNA unwinding, fluorescence dequenching | Potency, µM (titrated, usually from 56.1 µM), for the others: at the highest dose activity change, negative = inhibition, hits mostly inhibitors | actives 0.2% (n = 350,000) | AID 2528;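 also: plate controls were vehicle for no effect and no enzyme for full effect; nearly all actives have a fitted effect of over 35% in size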
G9a inh – blocks human histone lysine methyltransferase G9a; Q96KQ7; G9a H3K9 monomethylation, AlphaScreen, 2 h; Potency, µM (highest dose often 102 µM), for inactives: top-dose activity, negative = inhibition, usual class: inhibitors; actives 8.8% (n = 350,000); AID 504332; also: % is scaled to controls: 0 for no effect and ±100 for the full control effect; nearly all actives have a fitted effect of over 75% in size
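AlphaScreen detection with an anti-monomethyl H3K9 antibody quantified product after a 2 h room-temperature reaction containing 500 nM biotinylated H3K9 peptide, 20 µM SAM and 20 nM enzyme, which had been preincubated 15 min with compound.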
Pin1 inh – inhibitors of human Pin1 | actives 0.009% (n = 390,000) | Pin1 FP peptide displacement, HiFluor488, 10 min | AID 504891 | Potency, µM (series often up to 115 µM), without a hit: top-dose activity, negative = inhibition, most hits filed as inhibitors; active = well fitted inhibition curve with a large enough effect in the polarisation, with a control signal flat, not every such curve was filed as active; inconclusive = small, poorly fitted or top-dose-only effect, or effect the other way, or a change in a side signal; inactive = no such curve, though single readings can be large or run the other way; the % refers to the polarisation; also: % is scaled to controls: 0 for no effect and ±100 for the full control effect
Target sequence (Q13526 whole entry, looked up): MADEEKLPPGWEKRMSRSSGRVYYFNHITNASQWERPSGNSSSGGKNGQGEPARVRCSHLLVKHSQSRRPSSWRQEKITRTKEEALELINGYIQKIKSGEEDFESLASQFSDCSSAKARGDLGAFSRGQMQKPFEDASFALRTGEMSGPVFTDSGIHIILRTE
HP1b chromo inh – blocks HP1-beta chromodomain binding to methylated histone tails; actives 0.56% (n = 390,000); Potency, µM (series often up to 114 µM), without a hit: at the top dose activity change, negative = inhibition, usual class: inhibitors; AID 540317; AlphaScreen HP1-beta / biotin-H3K9me3 peptide binding; P83916; also: nearly all actives have a fitted effect of over 70% in size; inactives centre near 23
Target sequence (P83916 whole entry, looked up): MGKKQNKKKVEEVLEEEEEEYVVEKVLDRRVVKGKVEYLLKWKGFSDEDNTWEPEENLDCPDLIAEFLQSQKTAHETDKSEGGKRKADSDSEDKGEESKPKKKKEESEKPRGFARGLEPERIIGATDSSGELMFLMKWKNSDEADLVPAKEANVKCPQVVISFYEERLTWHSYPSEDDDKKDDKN
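Compound inhibition of the preformed complex between 50 nM HP1-beta and 50 nM biotinylated H3K9me3 peptide was read by AlphaScreen. Buffer was PBS pH 7.4 with 0.01% Tween-20. Incubations ran 30 min at room temperature, with 10 ug/mL donor/acceptor beads.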
GLS inhibitor – inhibitors of human glutaminase (GLS); O94925; GLS enzymatic activity, qHTS titration; Potency, µM (series often up to 45.5 µM), inactives show top-dose activity change, negative = inhibition, usual class: inhibitors; actives 0.21% (n = 410,000); AID 624170; also: % is scaled to controls: 0 for no effect and ±100 for the full control effect
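Glutamate formation by hKGA was monitored fluorometrically using coupled glutamate oxidase, HRP and Amplex Red. Substrate was added as 1 mM L-glutamine solution; incubation was 30 min at RT after an initial read.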
BAZ2B inh – blocks human BAZ2B | Q9UIF8 | AlphaScreen BAZ2B-H3K14Ac peptide displacement | Potency, µM (highest dose often 114 µM), inactives show at the top dose activity change, negative = inhibition, actives largely listed as inhibitors | actives 4.4% (n = 360,000) | AID 504333; also: % is scaled to controls: 0 for no effect and ±100 for the full control effect; nearly all actives have a fitted effect of over 60% in size
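Inhibition is scored as reduced AlphaScreen emission. The BAZ2B/b-H3(5-23)K14Ac complex (50 nM each) in PBS pH 7.4, 0.01% Tween-20 meets compound (up to 110 uM) for 30 min at RT before bead addition.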
JMJD2A Tudor – blocks the human JMJD2A Tudor domain | Potency, µM (top dose mostly 114 µM), for the others: at the highest dose activity change, negative = inhibition, actives largely listed as inhibitors | AID 504339 | actives 4.4% (n = 390,000) | O75164 | AlphaScreen JMJD2A-Tudor / H3K4me3 peptide binding; also: % is scaled to controls: 0 for no effect and ±100 for the full control effect; nearly all actives have a fitted effect of over 50% in size
Tb PGK inh – T. brucei PGK inhibition. P07378. PGK/GAPDH coupled, Kinase-Glo luminescence, 60 min. Potency, µM (titrated, usually from 57.5 µM), for inactives: top-dose activity change, negative = inhibition, hits mostly inhibitors. actives 0.043% (n = 380,000). AID 602233; also: % is scaled to controls: 0 for no effect and ±100 for the full control effect; nearly all actives have a fitted effect of over 60% in size
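Luminescent ATP detection (Kinase-Glo Plus) follows a 60-minute room-temperature incubation, with wells lacking PGK as controls. Buffer: 100 mM TEA (pH 7.6), 5 mM MgCl2, 0.01% Tween-20. Coupling enzyme GAPDH (100 nM final) supplies unstable 1,3-BPG in-well.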
Active calls of the source: *; i = inactive; ? = inconclusive; . = not tested or not shown; [ ] = remark or other dose. Unless noted, calls follow the shape of the dose curve; as a rule, active = well fitted curve in the direction sought with a large enough effect; inconclusive = small, poorly fitted or top-dose-only effect, or another doubt; inactive = no such curve, though single readings can be large; an effect the other way counts as inactive or inconclusive. Potency is read from the fitted curve at half-maximal effect.

Start of the listing, in advance (4 entries):
item	mol	BLM inh	G9a inh	POLI inh	HP1b chromo inh	Pin1 inh
1	O=C(N/C(=C\c1cccnc1)C(=O)N1CCC(O)CC1)c1ccccc1	2%	4%	128%[activator]	21%	?
2	COc1ccc(OC)c(NC(=O)CSc2nc3c(c(=O)n(C)c(=O)n3C)n2C)c1	1%	-4%	25%	30%	-1%
3	CC(C)(C)c1ccc(-n2ncc3c2CCCC3NC(=O)c2cnccn2)cc1 (stereo not given)	-10%	-7%	-16%	33%	-5%
4	Cc1ccc(C)c(N2CCN(c3ncnc4c3nc3n4CCCCC3)CC2)c1	-10%	7%[59 µM]	10%	6%	-5%

item	GLS inhibitor	BAZ2B inh	Tb PGK inh	JMJD2A Tudor
1	1%	1%	-3%	-1%
2	-5%	-3%	-1%	-22%
3	-7%	-16%[57.1 µM]	4%	-19%
4	4%	2%	-1%	-17%

All compounds of this part, repeating the preview:
item	mol	BLM inh	G9a inh	POLI inh	HP1b chromo inh	Pin1 inh
1	O=C(N/C(=C\c1cccnc1)C(=O)N1CCC(O)CC1)c1ccccc1	2%	4%	128%[activator]	21%	?
2	COc1ccc(OC)c(NC(=O)CSc2nc3c(c(=O)n(C)c(=O)n3C)n2C)c1	1%	-4%	25%	30%	-1%
3	CC(C)(C)c1ccc(-n2ncc3c2CCCC3NC(=O)c2cnccn2)cc1 (stereo not given)	-10%	-7%	-16%	33%	-5%
4	Cc1ccc(C)c(N2CCN(c3ncnc4c3nc3n4CCCCC3)CC2)c1	-10%	7%[59 µM]	10%	6%	-5%
5	O=C(Cc1cccs1)Nc1ccc(F)c(S(=O)(=O)N2CCOCC2)c1	.	11%[2.33 µM]	-2%	24%	-5%
6	Cc1nnsc1C(=O)N1CCCC(C(=O)c2ccc(C(F)(F)F)cc2)C1 (stereo not given)	-2%	-33%	22%	31%	6%
7	COc1ccc(N2C(=O)[C@@H]3Cc4ccccc4CN3C2=O)cc1	-4%	3%[59 µM]	7%	19%	-1%
8	COC(=O)c1[nH]cnc1C(=O)c1ccccc1	1%	26%[2.33 µM]	-2%	31%	3%
9	CC(C)OC(=O)/C(C#N)=C/c1cn(C)c2ccccc12	-5%	108%[activator]	18%	37%	-1%
10	CCN(CC)CCOC(=O)c1ccc(NC(=O)Cn2ncc3c2-c2cc(C)ccc2OC3)cc1	-1%	8%[59 µM]	-2%	14%	4%

item	GLS inhibitor	BAZ2B inh	Tb PGK inh	JMJD2A Tudor
1	1%	1%	-3%	-1%
2	-5%	-3%	-1%	-22%
3	-7%	-16%[57.1 µM]	4%	-19%
4	4%	2%	-1%	-17%
5	1%	-1%	0%	-8%
6	1%	-2%	-3%	5%
7	0%	-16%	2%	29%[11.4 µM]
8	1%	8%	-9%	-4%
9	5%	16%	-2%	30%
10	7%	-24%	0%	-16%

Later entries:
item	mol	BLM inh	G9a inh	POLI inh	HP1b chromo inh	Pin1 inh
11	Cc1ccc(NS(=O)(=O)c2cccc(C(=O)OCC(=O)NCc3ccco3)c2)cc1	-13%	?	?	-15%	1%
12	Cc1ccc(N=C(NO)c2nonc2N)c(C)c1	-2%	-2%	6%	17%	2%
13	O=S(=O)(c1cccs1)N1CN(Cc2cccs2)c2nc3ccccc3nc21	-8%	?	?	10%	42%[activator]
14	COc1ccc(S(=O)(=O)N2CCOC23CCN(C(=O)c2c(F)cccc2Cl)CC3)cc1	-5%	-11%	-6%	16%	-9%
15	CCc1ccc(NC(=O)c2sccc2-n2cccc2)cc1	-6%	-39%[59 µM]	2%	-3%	1%
16	O=S(=O)(NN1CCOCC1)c1ccc(Cl)s1	0%	1.3µM*	63%[activator]	29%	0%
17	O=c1nc(-c2ccccc2)c2cc(Br)ccc2[nH]1	-3%	.	22%	38%[activator]	5%
18	NC(=O)c1c(NC(=O)CSc2nnc(Cc3ccccc3)n2Cc2ccco2)sc2c1CCC2	2%	40µM*	?	-19%	63%[activator]
19	Cc1cc(=O)c2cc(C(=O)Nc3ccccc3C)ccc2[nH]1	-8%	-31%[59 µM]	20%	41%[activator]	1%
20	CCN(CC)CCNC(=O)c1cccc(NC(=O)C(=O)c2ccccc2NC(C)=O)c1	0%	-13%	61%[activator]	21%	5%

item	GLS inhibitor	BAZ2B inh	Tb PGK inh	JMJD2A Tudor
11	-14%	56µM*	-16%	?
12	2%	-6%	-1%	-23%
13	-4%	-6%	i	-31%
14	5%	-36%	-6%	-19%
15	9%	-9%	i	-31%
16	-1%	-2%	2%	-10%
17	4%	-7%	7%	-3%
18	14%	-35%	-4%	?
19	2%	2%	-3%	-10%
20	-13%	-1%	0%	-12%

Shown as a hit in G9a inh, among the entries above:
item	mol	BLM inh	G9a inh	POLI inh	HP1b chromo inh	Pin1 inh
16	O=S(=O)(NN1CCOCC1)c1ccc(Cl)s1	0%	1.3µM*	63%[activator]	29%	0%
18	NC(=O)c1c(NC(=O)CSc2nnc(Cc3ccccc3)n2Cc2ccco2)sc2c1CCC2	2%	40µM*	?	-19%	63%[activator]

item	GLS inhibitor	BAZ2B inh	Tb PGK inh	JMJD2A Tudor
16	-1%	-2%	2%	-10%
18	14%	-35%	-4%	?

More entries
item	mol	BLM inh	G9a inh	POLI inh	HP1b chromo inh	Pin1 inh
21	CCOc1cc(N2CCOCC2)c(OCC)cc1NC(=O)Cn1nc(C)c([N+](=O)[O-])c1C	.	-8%	17%	51%[activator]	-3%
22	Cc1ccccc1NC(=O)Cn1nc(-c2ccccc2)nc(Cc2ccccc2)c1=O	1%	5%[59 µM]	28%	-10%	5%
23	O=C(CSc1nc(-c2ccccc2)cs1)Nc1cccc([N+](=O)[O-])c1	-7%	?	2%	-3%	5%
24	O=C(NC(=Nc1nc2ccccc2o1)NC(=O)c1ccccc1)c1ccccc1	2%	11%	-19%	12%	2%
25	CCOC(=O)C(C)n1cnc2c(nnn2-c2ccc(C)cc2)c1=O (stereo not given)	-4%	18%	-9%	42%[activator]	4%
26	C=CCNc1nc(NCCN2CCOCC2)nc(OC)n1	-1%	-5%	6%	15%	-3%
27	Cc1ccc(C2C3CSCC=C3C(C#N)=C(N)C2(C#N)C#N)cc1 (stereo not given)	-18%	11%[59 µM]	?	9%	?
28	COc1ccccc1C(=O)Nc1cccc(C(=O)OCc2cc(=O)n3cc(C)sc3n2)c1	2%	-2%[59 µM]	23%	-5%	29%
29	COc1ccc(-n2nc(C(=O)O)nc2-c2ccccc2)cc1	-5%	11%[2.33 µM]	5%	37%	-17%
30	O=S(=O)(NCC1CC1)c1cc(Cl)cc(Cl)c1	-5%	23%	46%[activator]	19%	-5%

item	GLS inhibitor	BAZ2B inh	Tb PGK inh	JMJD2A Tudor
21	2%	13%	-9%	-10%
22	-11%	-5%	-4%	-20%
23	4%	?	-4%	-34%
24	0%	-1%	i	-18%
25	-6%	11%	i	-5%
26	7%	-6%	-4%	2%
27	7%	-4%	.	-31%
28	-6%	-14%	0%	-19%
29	1%	-33%	-5%	-9%
30	2%	17%	-8%	3%

Further results follow:
item	mol	BLM inh	G9a inh	POLI inh	HP1b chromo inh	Pin1 inh
31	COc1ccc(OC)c(Nc2nc(=O)c3cccnc3s2)c1	-6%	0.56µM*	?	?	?
32	CC(C)Oc1ccc(CNC(=O)CN2C(=O)CCc3cc(S(=O)(=O)N4CCCCC4)ccc32)cc1	-2%	57%[activator][59 µM]	13%	33%	?
33	COc1cccc(-c2nc(SC(C(C)=O)C(=O)N(C)C)c3c(=O)n(C)c(=O)n(C)c3n2)c1 (stereo not given)	-6%	11%[59 µM]	13%	11%[57 µM]	-2%
34	CC1CC(C)CN(C(=O)c2ccc(C#N)cc2)C1 (stereo not given)	-1%	?	40%[activator]	25%	2%
35	COc1ccc(N2CC(C(=O)Nc3cccc(OC(C)C)c3)CC2=O)cc1 (stereo not given)	-4%	23%	146%[activator]	22%	7%
36	CCn1cc(C(=O)N[C@H](C(=O)NCCN2CCOCC2)C(C)C)c(=O)c2cc3c(cc21)OCO3	3%	.	10%	24%	9%
37	Cc1ccccc1NC(=O)C(C)O/N=C/c1cccc([N+](=O)[O-])c1 (stereo not given)	-2%	-8%	-14%	0%	1%
38	Cc1ccc2c(c1Br)/C(=N/N1C(=O)c3ccccc3C1=O)C(=O)N2	-4%	14%	?	35%	-1%
39	O=C(CCSc1ccccc1)OCn1nnc2ccccc2c1=O	-3%	85%[activator]	-16%	113%[activator]	-1%
40	Cc1ccccc1Nc1c(-c2cccc(Cl)c2)nc2ncccn12	-5%	-7%[59 µM]	6%	44%[activator]	1%

item	GLS inhibitor	BAZ2B inh	Tb PGK inh	JMJD2A Tudor
31	?	56µM*	10%	18µM*
32	-2%	2%	4%	-14%
33	-10%	4%	-3%	-17%
34	0%	?	0%	-4%
35	-7%	2%	0%	-5%
36	3%	7%	7%	-1%
37	5%	1%	1%	-12%
38	2%	-10%	i	-19%
39	-3%	28%	-7%	58%[activator]
40	1%	1%	0%	-8%

New compounds follow:
item	mol	BLM inh	G9a inh	POLI inh	HP1b chromo inh	Pin1 inh
41	Cn1cc(S(=O)(=O)N2CCOCC2)cc1C(=O)Nc1ccc(Cl)cc1	-2%	.	-19%	21%	1%
42	Cc1ccc(-n2nnnc2SCCNS(=O)(=O)c2ccccc2)cc1C	-8%	-10%[59 µM]	-9%	73%[activator]	1%
43	CC1CCC(NC(=O)CCNS(=O)(=O)c2ccccc2)CC1 (stereo not given)	0%	6%	-2%	28%	?
44	Cc1ccc(CN2CCC(c3cc(-c4ccc(Cl)cc4)n[nH]3)CC2)cc1	-6%	-11%	17%	-13%	-11%
45	O=C(Cn1c(=O)n(Cc2nc(-c3ccccc3)no2)c(=O)c2cc3c(cc21)OCO3)Nc1ccccc1	-2%	-25%[59 µM]	-6%	2%	26%
46	NCCCCCC(=O)O	-11%	2%[12.7 µM]	20%	74%[activator]	-7%
47	O=C(c1cccc(N2CCCC2=O)c1)N1CCN(c2cccc(Cl)c2)CC1	0%	.	32%[activator]	45%[activator]	-2%

item	GLS inhibitor	BAZ2B inh	Tb PGK inh	JMJD2A Tudor
41	4%	5%	-10%	-16%
42	-3%	-1%	.	3%
43	-5%	2%	-7%	-6%
44	2%	?	i	-27%
45	-4%	-17%	i	-11%
46	2%	4%	i	-8%
47	7%	-4%	-1%	15%

Source: PubChem BioAssay (National Center for Advancing Translational Sciences (NCATS))

Not all compounds are listed; the hit share may differ from the screen's.
